Assay outcomes (PubChem BioAssay)
TRPV1 agonist = agonists of human vanilloid receptor 1 (TRPV1); Q8NER1; TRPV1-expressing cells, Fluo-8 calcium influx, agonist mode; activation, % at 8.33 µM; 320,000 tested, 0.19% active; in the data active = activation above about 80%; inconclusive = between about 30% and that limit; also: 0% is about no effect
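TRPV1-expressing cells were cultured overnight at 35.5C and loaded with Fluo-8 calcium dye for 40 to 90 min at room temperature. After a 10 s baseline, compound was added and calcium influx was read kinetically for 3 min (ex 480/em 520 nm).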
Rab9 promoter act = activators of Rab9 promoter; Huh7 Rab9 promoter-luciferase reporter, luminescence, 24 h; Potency, µM (highest dose often 9.22 µM), inactives show at the highest dose activation, negative = inhibition, usual class: activators; 320,000 tested, 2.8% active; AID 485297; also: potency is read from the fitted curve at half-maximal effect; % of control where 0% means no effect; nearly all actives have a fitted effect of over 60% in size
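Steps: seed 1500 Huh7 Rab9-luc cells per well, rest 2 h at 37 °C; add compound in DMSO; incubate 24 h; add luciferase reagent, 10 min ambient; read luminescence.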
Gal4-VP16 FLuc = inhibits Gal4-VP16 luciferase reporter, ROR gamma counter-screen | Drosophila S2 Gal4-VP16 UAS-luciferase, luminescence, 20 h | Potency, µM (doses to about 53.6 µM), without a hit: at the highest dose activity, negative = inhibition, actives largely listed as inhibitors | 310,000 tested, 3.5% active;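 also: Gal4-VP16 expression switched on by copper sulfate through the metallothionein promoter; potency is read from the fitted curve at half-maximal effect; % is scaled to controls: 0 for no effect and ±100 for the full control effect; nearly all actives have a fitted effect of over 50% in size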
BRCA1 expr act = increases BRCA1 expression; MCF7-BRCA1-FFLuc reporter, luminescence, 48 h; response scale: scaled: vehicle 0%, 10 µM genistein 100%; Potency, µM (doses to about 46.1 µM), for the others: at the top dose activation, actives largely listed as activators; 380,000 tested, 1.1% active; AID 624202; also: potency is read from the fitted curve at half-maximal effect; nearly all actives have a fitted effect of over 80% in size; some results filed as inactive show a strong effect at the top dose
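First, MCF7-BRCA1-FFLuc cells (2000/well) attach for 2 h; next, compounds are pin-added and incubated 48 h at 37 °C; finally, luciferase reagent is added and luminescence read after 15 min.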
ELG1 genotox = genotoxicity induction in ELG1-luciferase HEK293T cells; HEK293T ELG1-luciferase reporter, luminescence, 16 h; Potency, µM (top dose mostly 46 µM), without a hit: top-dose activity change, positive = activation, hits mostly activators; 330,000 tested, 1.3% active; also: potency is read from the fitted curve at half-maximal effect; % of control where 0% means no effect; nearly all actives have a fitted effect of over 60% in size
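Luminescence read-out: rising ELG1-luciferase signal, reflecting elevated ELG1 protein under genetic stress, flags genotoxic compounds. Cells were treated for 16 hr at 37 °C before ONE-Glo detection.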
FLuc modulator = firefly luciferase modulation, counter-screen for miR-21 project; purified FLuc, Km substrates, luminescence inhibition; 360,000 tested, 6.9% active; Potency, µM (titrated, usually from 57.5 µM), inactives show at the top dose activity change, negative = inhibition, hits mostly inhibitors; P08659;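 also: potency is read from the fitted curve at half-maximal effect; plate controls were vehicle for no effect and reference inhibitor for full effect; nearly all actives have a fitted effect of over 55% in size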
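Biochemical qHTS of compounds, final roughly 60 µM downward over six points, against 10 nM purified firefly luciferase using Km concentrations of substrates (10 uM D-luciferin, 10 uM ATP) in Tris acetate pH 7.5 buffer; luminescence output.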
Tb PFK block = blocks T. brucei phosphofructokinase; O15648; T. brucei PFK, ADP-Glo luminescence; Potency, µM (highest dose often 57.5 µM), for inactives: top-dose activity, negative = inhibition, actives largely listed as inhibitors; 330,000 tested, 0.17% active;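 also: potency is read from the fitted curve at half-maximal effect; 0% = uninhibited 1x PFK enzyme wells and -100% = no-enzyme wells; nearly all actives have a fitted effect of over 60% in size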
Target sequence (O15648 whole entry, looked up): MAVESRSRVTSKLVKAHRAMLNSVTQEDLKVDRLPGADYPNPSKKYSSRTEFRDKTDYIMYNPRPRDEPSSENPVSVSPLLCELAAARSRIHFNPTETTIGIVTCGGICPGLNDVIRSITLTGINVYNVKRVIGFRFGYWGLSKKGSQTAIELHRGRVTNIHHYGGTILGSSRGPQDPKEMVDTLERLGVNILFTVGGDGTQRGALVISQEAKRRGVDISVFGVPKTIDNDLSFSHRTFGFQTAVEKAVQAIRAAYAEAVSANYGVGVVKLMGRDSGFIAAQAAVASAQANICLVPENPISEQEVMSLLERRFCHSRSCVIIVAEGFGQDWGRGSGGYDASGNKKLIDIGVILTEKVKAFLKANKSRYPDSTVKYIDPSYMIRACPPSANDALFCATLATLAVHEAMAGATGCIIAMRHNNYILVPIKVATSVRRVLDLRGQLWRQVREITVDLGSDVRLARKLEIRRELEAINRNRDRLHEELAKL
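Luminescent ADP detection (ADP-Glo, two-step: ATP depletion then ADP-to-ATP conversion for luciferase) reported PFK activity after 45 min room-temperature reaction of 1.25 nM enzyme with 0.5 mM F6P and 0.1 mM ATP at pH 8.0.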
p53 reactivation = re-activators of mutant p53; H1299 p53-A138V BP100-luciferase reporter, luminescence, 24 h; AID 504706; 320,000 tested, 0.063% active; Potency, µM (titrated, usually from 92.2 µM), without a hit: at the highest dose activity change, positive = activation, most hits filed as activators; also: potency is read from the fitted curve at half-maximal effect; % of control where 0% means no effect; nearly all actives have a fitted effect of over 45% in size
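H1299 (p53-null), stable ts p53-A138V + BP100-Luc; 1000 cells/well, Opti-MEM/10% FBS; cpd 4 pt, 1:5; 24 h, 37 deg C, 5% CO2; detection reagent 10 min RT; luminescence.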
RORgamma inh = ROR gamma (mouse) transcription inhibition; Drosophila S2 Gal4-RORgamma UAS-luciferase reporter, 20 h; 310,000 tested, 5.4% active; P51450; AID 2551; Potency, µM (doses to about 53.6 µM), for the others: top-dose activity change, negative = inhibition, most hits filed as inhibitors; also: potency is read from the fitted curve at half-maximal effect; % is scaled to controls: 0 for no effect and ±100 for the full control effect; nearly all actives have a fitted effect of over 60% in size
Target sequence (P51450 whole entry, looked up, the tested form may be a part): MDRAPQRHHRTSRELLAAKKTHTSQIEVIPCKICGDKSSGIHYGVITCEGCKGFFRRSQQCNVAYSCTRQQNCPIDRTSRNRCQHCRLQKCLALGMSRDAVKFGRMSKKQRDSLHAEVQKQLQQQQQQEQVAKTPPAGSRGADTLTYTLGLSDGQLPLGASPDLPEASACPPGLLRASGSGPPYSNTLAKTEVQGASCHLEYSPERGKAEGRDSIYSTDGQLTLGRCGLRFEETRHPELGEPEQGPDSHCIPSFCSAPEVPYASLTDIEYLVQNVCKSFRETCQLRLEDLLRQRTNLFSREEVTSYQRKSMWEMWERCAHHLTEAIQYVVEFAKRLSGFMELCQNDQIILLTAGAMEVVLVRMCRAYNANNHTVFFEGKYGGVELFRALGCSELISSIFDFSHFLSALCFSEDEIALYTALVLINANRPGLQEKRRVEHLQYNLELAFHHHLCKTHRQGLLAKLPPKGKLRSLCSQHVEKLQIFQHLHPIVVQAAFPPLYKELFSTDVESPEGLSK
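Read-out: Photinus luciferase luminescence; inhibitors lower reporter signal. Insect Schneider cells with Gal4-ROR gamma fusion under metallothionein promoter, UAS reporter; 700 uM final copper sulfate induction, 20 hr, ambient temperature.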
ELG1 repair inh = ELG1-dependent DNA repair inhibition | HEK293T ELG1-luciferase reporter, luminescence, 16 h; DNA damage induced by 5-fluorouridine | Potency, µM (series often up to 46.1 µM), without a hit: at the top dose activity change, negative = inhibition, hits mostly inhibitors | 330,000 tested, 2.3% active | AID 504467; also: potency is read from the fitted curve at half-maximal effect; % is scaled to controls: 0 for no effect and ±100 for the full control effect; nearly all actives have a fitted effect of over 55% in size
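Luminescence from the luciferase reporter, measured 30 min after ONE-Glo reagent at room temperature, was the read-out. Beforehand, 2,000 cells per well were exposed for 16 hr at 37 °C to 5-fluorouridine together with compound or vehicle.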
NPC1 promoter act = activates the NPC1 promoter | AID 485313 | Potency, µM (doses to about 9.22 µM), inactives show top-dose activation, actives largely listed as activators | 320,000 tested, 2.4% active | Huh7 NPC1 promoter luciferase reporter, 24 h;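 also: potency is read from the fitted curve at half-maximal effect; % of control where 0% means no effect; nearly all actives have a fitted effect of over 60% in size; reporter is driven by a mutant NPC1 promoter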
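In 1536-well qHTS, Huh7 cells harboring an NPC1 promoter–luciferase construct received compound for 24 h; activation was quantified by luminescence following luciferase reagent addition.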
* marks the source's active call; other numbers are inactive results; ? = inconclusive; · = no result given; [ ] = dose if it differs, or a comment. Unless noted, calls follow the shape of the dose curve; as a rule, active = well fitted curve in the direction sought with a large enough effect; inconclusive = small, poorly fitted or top-dose-only effect, or another doubt; inactive = no such curve, though single readings can be large; an effect the other way counts as inactive or inconclusive.

SMILES	TRPV1 agonist	Rab9 promoter act	Gal4-VP16 FLuc	BRCA1 expr act	ELG1 genotox	FLuc modulator	Tb PFK block	p53 reactivation	RORgamma inh	ELG1 repair inh	NPC1 promoter act
CC1(C)C2CCC1(CS(=O)(=O)Nc1ccc(S(=O)(=O)N3CCCC3)cc1)C(=O)C2 (centres undefined)	3	-4%	5%	-33%	1%	3%	6%	25%	28%	-2%	1%
C=CCn1c(SCC(=O)Nc2nc(C)cs2)nnc1C(NC(=O)c1ccccc1)C(C)C (centres undefined)	1	-4%	8%	-3%[1.84 µM]	0%	1%	-2%	-14%	-22%	-1%	-1%
CN(CC(=O)Nc1ccc(Cl)c(C(F)(F)F)c1)C(=O)C1CC(=O)N(Cc2ccco2)C1 (centres undefined)	-3	6%	·	-1%	-21%	2%	-2%	-4%	·	?	-1%
CCCCNC(=O)Cn1cnc2sc(C)c(S(=O)(=O)N3CCN(c4ncccn4)CC3)c2c1=O	1	0%	-3%	-12%	0%	1%	0%	-2%	35%	0%	0%
COC(=O)c1ccc(Sc2ccccc2NS(=O)(=O)c2ccc(OC)cc2)nc1	6	1%	16%	2%	-4%	-1%	1%	-3%	-17%	-19%	-5%
O=C(COc1cc(Cl)ccc1Cl)Nc1nnc(C2CC2)s1	-2	3%	-14%	0%	2%	-1%	-5%	-3%	-2%	?	0%
COc1ccc(NC(=O)c2ccc(C#CC(C)(C)O)cc2)cc1	2	28%	-21%	27%	0%	-19%	-10%	?	31%	14%	8%
Cn1cc(-c2nnnn2-c2ccc(Cl)cc2)c(C(F)(F)F)n1	3	-6%	-4%	-2%	-6%	0%	-5%	-2%	10%	-4%	0%
CC(C)C[C@H](NC(=O)[C@H](Cc1ccccc1)n1c(=O)[nH]c2ccccc2c1=O)C(=O)N1CCC(C(=O)O)CC1	-5	1%	-3%	4%	1%	3%	-3%	8%	15%	11%	0%
COc1cc(Cl)c(C)cc1NC(=O)CN1CCCCCC1	8	-2%	4%	16%	-2%	-4%	-4%	-1%	4%	12%	1%
NC(=O)c1oc2ccccc2c1NC(=O)c1ccc(F)cc1	3	5%	4%	-18%	-21%	-12%	0%	5%	41%	-9%	-1%
CC(C)CN1C(=O)NC(NC(=O)c2cccnc2)(C(F)(F)F)C1=O (centres undefined)	0	3%	-10%	1%	-2%	2%	0%	12%	14%	-5%	-6%
COc1ccccc1NC(=O)Cc1nnc(SCC(=O)NC2=NCCS2)n1C	1	-4%	-5%	-4%	-3%	7%	0%	3%	-36%	7%	0%
Cn1c(=O)[nH]c(=O)c2c1nc(SCCO)n2Cc1ccccc1Cl	3	-1%	1%	-6%	12%	-7%	1%	-30%	1%	9%	0%
Cc1ccc(NC(=O)CCc2nc3sc4c(c3c(=O)[nH]2)CCCC4)c(Br)c1	0	0%	·	-15%	1%	1%	0%	0%	·	14%	-5%

In a second layout: entries from further up
Results follow in this order: TRPV1 agonist, Rab9 promoter act, Gal4-VP16 FLuc, BRCA1 expr act, ELG1 genotox, FLuc modulator, Tb PFK block, p53 reactivation, RORgamma inh, ELG1 repair inh, NPC1 promoter act
> COc1ccccc1NC(=O)Cc1nnc(SCC(=O)NC2=NCCS2)n1C
  1, -4%, -5%, -4%, -3%, 7%, 0%, 3%, -36%, 7%, 0%
> COc1ccc(NC(=O)c2ccc(C#CC(C)(C)O)cc2)cc1
  2, 28%, -21%, 27%, 0%, -19%, -10%, ?, 31%, 14%, 8%

Next part
SMILES	TRPV1 agonist	Rab9 promoter act	Gal4-VP16 FLuc	BRCA1 expr act	ELG1 genotox	FLuc modulator	Tb PFK block	p53 reactivation	RORgamma inh	ELG1 repair inh	NPC1 promoter act
O=C(CC1C(=O)NCCN1Cc1cccc(F)c1)NC1CCCCC1 (centres undefined)	2	2%	-2%	-11%	8%	0%	0%	0%	18%	-4%	-3%
O=C1CC(SC(=Nc2ccccc2)Nc2ccccc2)C(=O)N1c1ccc(Cl)c(Cl)c1 (centres undefined)	14	-9%	-22%	-80%[inhibitor]	-4%	-1%	-3%	-11%	?	-10%	-1%
CCC(C)n1cnc2c(c1=O)c1nc3ccccc3nc1n2Cc1ccc2c(c1)OCO2 (centres undefined)	4	-4%	1%	·	-12%	-11%	-7%	-1%	14%	?	-5%
COC(=O)CN(c1ccccc1OC)S(=O)(=O)c1ccccc1	1	-3%	-2%	-1%	2%	2%	-7%	-14%	34%	-2%	-3%
CC(=NNC(=O)c1cc(C)oc1C)c1ccc(Br)s1	·	·	·	-18%	-1%	·	-1%	6%	·	?	·
S=C(Nc1ccccc1)Nc1cc(Cl)ccc1Oc1ccccc1	10	-9%	?	-8%	-5%	3%	-7%	-1%	?	-13%	-2%
CCc1nn2c(=O)cc(COC(=O)c3cc(Cl)c(OC)c(OC)c3)nc2s1	1	-2%	·	5%	1%	4%	?	-11%	·	-5%	-1%
Clc1cccc(CN2CCN(c3nc4nonc4nc3NC3CC3)CC2)c1	3	-15%	-11%	-3%	-2%	-4%	-1%	-4%	2%	11%	-3%
O=C(CCNS(=O)(=O)c1ccc(Br)s1)NC1CCCC1	1	0%	3%	-2%	1%	0%	0%	-12%	14%	13%	-1%
Cc1nc(SCC(=O)N2CCC(C(N)=O)CC2)n[nH]1	4	-7%	-4%	27%	0%	0%	-6%	15%	2%	0%	-1%
CCCSc1nc(C)c(CC(=O)O)c(=O)[nH]1	-3	4%	4%	-7%	-1%	1%	0%	4%	0%	-2%	7%
COc1ccc(-c2nc3ccccc3n2OC(C)C(=O)O)cc1 (centres undefined)	1	0%	-15%	-2%	?	11µM*	1%	16%	-16%	?	-2%
CC1CCc2nn(CC(=O)N3CCc4ccccc43)cc2C1 (centres undefined)	1	-6%	24%	17%	11%	-17%	-4%	2%	-12%	?	-2%
CCc1ccc(-c2nnn(Cc3nn[nH]n3)n2)cc1	3	13%	1%	13%	3%	27µM*	-3%	5%	0%	-4%	14%
C/C(=C\C(=O)c1ccccc1)NCc1ccc(F)cc1	-6	20%	-5%	20%	0%	19µM*	-3%	15%	31%	?	7%
Cc1csc(NC(=O)NC2(C(F)(F)F)Oc3ccccc3O2)n1	2	-19%	1%	-50%	2%	-18%	-1%	7%	-37%	19%	-4%
COc1ccc(-c2cn[nH]c2-c2ccc(O)cc2O)cc1	-3	1%	0%	-6%	-12%	1%	1%	-4%	-31%	?	-4%
CCC(C(=O)NCCCN1CCN(C)CC1)n1nc(C)c2sc3ccccc3c2c1=O (centres undefined)	2	-6%	-14%	0%	0%[9.26 µM]	-1%	9%	-5%	-19%	17%	-4%
C/C(=N/OC(=O)c1c(-c2c(F)cccc2Cl)noc1C)c1cnccn1	7	-3%	17%	0%	1%	0%	6%	1%	-1%	-1%	-8%
Cc1ccc(-c2nn[nH]n2)cc1Cl	2	-5%	-4%	-2%	2%	17µM*	-9%	2%	-17%	0%	1%
O=C(O)C[C@]1(C(=O)Nc2ccc(F)cc2)CC(/C=C/c2ccccc2)=NO1	9	-4%	-2%	-3%	2%	-2%	2%	1%	0%	4%	-4%
CCN(CC(=O)Nc1ccc2c(c1)OCCO2)C(=O)/C=C/c1ccc(OC)c(OC)c1	-1	1%	·	-10%	3%	0%	-7%	5%	·	4%	-5%
CCCCOC(=O)Cn1c(=O)n(CC(=O)OCCCC)c2ccccc21	22	-4%	-9%	-3%	-5%	0%	6%	-4%	-6%	-9%	-3%
COc1cc(N(C)C)c([N+](=O)[O-])cc1C(=O)N1CCN(Cc2ccccc2)CC1	0	-1%	3%	0%	-15%	-3%	2%	-6%	?	?	5%
Cc1cc(C(=O)NNC(=O)COc2c(C)cc(Br)cc2C)n[nH]1	-5	7%	-5%	5%	1%	3%	0%	6%	-4%	?	0%
Cc1cc(NC(=O)C(C)C)ncc1NC(=O)c1ccco1	-1	6%	18%	·	-1%	0%	0%	16%	11%	?	-4%
C[C@H](CO)N1C[C@H](C)[C@@H](CN(C)C(=O)Nc2ccc(C(F)(F)F)cc2)Oc2c(NS(=O)(=O)c3ccc(F)cc3)cccc2C1=O	·	·	·	-11%	0%	·	-11%	-5%	·	?	·
Fc1cccc(Cn2ccc(-c3ccc4c(c3)OCO4)n2)c1	14	26%	-4%	10µM*	15%	21µM*	-3%	?	?	?	28%
COc1ccc2[nH]c(C(=O)N/N=C/c3cc(OC)c(OC)c(OC)c3)cc2c1	10	3%	-5%	-21%	-3%	12µM*	-3%	-3%	?	?	22%
O=C(NCCCN1CCCC1)c1ccc2c(c1)N(Cc1ccc(F)cc1)C(=O)c1ccccc1S2=O (centres undefined)	0	7%	-13%	0%	4%	7%	0%	-8%	-16%	5%	2%
